# Source: PubChem (several laboratories)
# GPR55 antagonists = inhibition of LPI-stimulated GPR55 beta-arrestin translocation – imaging, U2OS, beta-arrestin-GFP, LPI agonist, primary screen (AID 2013). U2OS GPR55 beta-arrestin-GFP translocation imaging, LPI antagonism; higher % means a stronger effect. inhibition, % at 10 µM; hits with a dose series show IC50 in µM. 0.13% of 290,000 active;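 active means spots per cell inhibited over 60%, with over 100 cells counted and total cytoplasm intensity under 500,000; inconclusive means wells with under 100 cells, flagged as likely toxic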;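 further: U2OS cells stably carrying GPR55 and arrestin-GFP stimulated by 5 µM LPI near EC80; imaged beta-arrestin-GFP aggregate spots per cell after agonist stimulation; plate controls were LPI-stimulated DMSO wells for no effect and DMSO wells without LPI for full effect; some results filed as inactive read as strong as hits; confirmed hits need IC50 under 10 µM and bright autofluorescent wells are also inconclusive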
# NTR1 agonist = NTR1-driven beta-arrestin-GFP spot formation – imaging, U2OS cells, high content, primary screen (AID 493036); agonist mode; activation, % at 20 µM; 0.17% of 330,000 active;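 active means activation at or above 40% of the spot to cytoplasm intensity ratio, with at least 20 cells analyzed; inconclusive means wells under 20 cells, flagged as cytotoxic or low count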;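 further: 0% = DMSO without peptide and 100% = 100 nM NTR1 peptide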
# Target sequence (P30989 whole entry, looked up): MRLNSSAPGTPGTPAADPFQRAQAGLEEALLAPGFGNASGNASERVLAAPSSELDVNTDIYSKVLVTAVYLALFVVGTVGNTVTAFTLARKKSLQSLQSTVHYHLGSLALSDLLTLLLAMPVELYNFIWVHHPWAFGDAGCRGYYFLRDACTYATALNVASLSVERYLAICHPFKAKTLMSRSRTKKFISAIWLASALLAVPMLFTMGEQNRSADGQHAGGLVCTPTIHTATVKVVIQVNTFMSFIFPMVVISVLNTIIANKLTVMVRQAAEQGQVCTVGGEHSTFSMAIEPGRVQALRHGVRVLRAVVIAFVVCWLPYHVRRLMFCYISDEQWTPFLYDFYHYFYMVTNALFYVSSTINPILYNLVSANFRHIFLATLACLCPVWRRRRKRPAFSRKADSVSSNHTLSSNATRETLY
# Dengue-2 NS5 capping = Dengue-2 NS5 methyltransferase inhibitors, primary screen, biochemical, confirmation dose response (AID 588689). Dengue-2 NS5 methyltransferase capping enzyme assay, biochemical; higher % means a stronger effect. inhibition, % at 25 µM; hits with a dose series show IC50 in µM. 0.3% of 340,000 active; in the data active means a potency from the dose series; inconclusive means inhibition above about 29% without an active follow-up result
# GPR35 antagonists = GPR35 antagonists blocking zaprinast-driven arrestin recruitment, primary screen, imaging, U2OS, beta-arrestin-GFP, zaprinast agonist (AID 2058); one-dose inhibition, % at 10 µM; IC50 in µM for titrated hits; U2OS GPR35 beta-arrestin-GFP translocation imaging, zaprinast antagonism; higher % means a stronger effect; 0.052% of 290,000 active;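 active means inhibition of at least 50% with at least 30 cells and total cytoplasm GFP at most 10,000,000; inconclusive means under 30 cells or total GFP of 10,000,000 plus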
# GPR55 beta-arrestin = selective activators of receptor GPR55 – imaging, U2OS cells, beta-arrestin-GFP redistribution, primary screen (AID 1961). one-dose activation, % at 10 µM; EC50 in µM for titrated hits. 0.048% of 290,000 active. U2OS GPR55 beta-arrestin-GFP redistribution imaging; higher % means a stronger effect;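 active means activation above 40% with more than 50 cells counted in the well; inconclusive means wells holding fewer than 50 cells, flagged as toxic or sparse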;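 further: U2OS osteosarcoma cells stably expressing GPR55 and beta-arrestin-GFP; plate controls were DMSO negative control for no effect and LPI positive control for full effect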
# AID2073 = inhibitors of Mint1-CaV2.2 protein interaction, biochemical, HTRF (AID 2073). HTRF protein-protein interaction, Mint1-CaV2.2; higher % means a stronger effect. one-dose inhibition, % at 20 µM; IC50 in µM for titrated hits. 0.19% of 290,000 active; in the data active means inhibition mostly above about 51%, no sharp cut-off; inconclusive means no clear call, values can overlap the other calls; inactive means mostly below about 53%; further: some results filed as inactive read as strong as hits
# Yfh1-depleted yeast = mitochondrial function rescue without frataxin homolog – Friedreich's ataxia, plus single-dose screen, dose response (AID 1465); 0.074% of 220,000 active; S. cerevisiae Yfh1-off respiration, WST-1 reduction, 72 h; higher fold induction means a stronger effect; fold induction at 50 µM; hits with a dose series show EC50 in µM;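 active means fold induction of absorbance versus untreated yeast above a set limit, then at least 30% activation at any dose in follow-up; inconclusive means repeats straddling the limit, or above it without dose testing; inactive means fold induction below the set limit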;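 further: activators that raise dye reduction in frataxin-depleted yeast; strong numbers were not always called active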
# Rac1 GTP hydrolysis = MgcRacGAP GTPase-activating activity inhibitors, confirmation, biochemical, ADP Hunter fluorescence; 0.6% of 340,000 active; one-dose inhibition, % at 30 µM; IC50 in µM for titrated hits; MgcRacGAP-stimulated Rac1 GTP hydrolysis, ADP Hunter fluorescence; higher % means a stronger effect; GST-tagged Rac1 F28L mutant substrate; AID 624330;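 active means first-screen hits whose inhibition reached a set limit at any dose in the follow-up dose series; inconclusive means inhibition above the set first-screen limit but never retested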;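 further: fluorescence reports GDP produced by GAP-driven GTP hydrolysis; strong numbers were not always called active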
# Large T inhibition = SV40 large T antigen inhibitors, biochemical (AID 1903) | 0.39% of 310,000 active | one-dose inhibition, % at 20 µM; IC50 in µM for titrated hits | SV40 large T antigen ATPase/helicase inhibition assay; higher % means a stronger effect; in the data active means a potency from the dose series; inconclusive means inhibition mostly from about 32% at the one dose, without a potency; inactive means the rest, 99 in 100 with inhibition below about 32%; further: strong numbers were not always called active
# NTR1 agonist cell count 20 µM = recorded beside NTR1 agonist, whose call it bears; cell count; measured here: cell count, cytotoxicity flag
# Dengue-2 NS5 capping pilot replicate = recorded beside Dengue-2 NS5 capping, whose call it bears; inhibition, %; measured here: pilot screen replicate inhibition
# * marks the source's active call; other numbers are inactive results; i = inactive; ? = inconclusive; . = no result given.
SMILES,GPR55 antagonists,NTR1 agonist,NTR1 agonist cell count 20 µM,Dengue-2 NS5 capping,GPR35 antagonists,GPR55 beta-arrestin,AID2073,Yfh1-depleted yeast,Rac1 GTP hydrolysis,Large T inhibition,others
Nc1ncnc(N2CCc3ccccc32)c1[N+](=O)[O-],14%,4.0,78,0%,-3%,0.6%,-7%,i,8%,6%,
Cc1ccc(-c2nc3cc(NC(=O)C(C)C)ccc3o2)cc1C,-6%,3.0,82,-6%,-8%,-0.1%,14%,i,5%,-3%,Dengue-2 NS5 capping pilot replicate=2.4
S=C(Nc1ccc2c(c1)OCO2)Nc1ccc2c(c1)OCO2,7%,2.5,59,12%,22%,0.6%,30%,i,24%,6%,
COCCCNC(=O)C1CCC(CNS(=O)(=O)c2ccc3c(c2)CC(C)N3C(=O)C2CC2)CC1 (stereo unspecified),7%,1.1,77,-5%,11%,0.4%,3%,.,4%,.,
Cc1nnc(SCC(=O)Nc2ccccc2F)n1Cc1ccco1,2%,2.4,47,-1%,3%,-1.5%,12%,i,8%,26%,
CN(C)c1ccnc(C(=O)O)c1,-3%,-0.9,102,.,-1%,0.1%,-2%,i,4%,6%,
CC(=O)c1c(C(=O)O)c2ccccc2[nH]c1=O,12%,2.8,55,-4%,2%,-1.5%,7%,i,6%,23%,
Cc1cccc(N2CCN(Cc3nc(C4CC4)no3)CC2)n1,6%,-0.2,37,-5%,-6%,-0.1%,-5%,i,5%,12%,
CC(C)Oc1cccc(C(=O)NC(=S)NCc2cccnc2)c1,11%,0.4,39,-4%,1%,-0.2%,13%,i,5%,6%,
CCOc1ccc(CNS(=O)(=O)c2cc(CN3C(=O)c4cccnc4C3=O)ccc2OC)cc1,-7%,0.4,62,-4%,-8%,-0.4%,-7%,.,9%,.,
CCCn1c(=O)c(C(=O)Nc2cccc(C)n2)c(O)c2ccccc21,-20%,3.3,43,3%,8%,-0.2%,6%,.,10%,4%,Dengue-2 NS5 capping pilot replicate=-4.9
COC(=O)CCCn1nc(NC(=O)c2ccco2)cc1C,7%,-0.7,95,-10%,-6%,-0.1%,?,.,10%,6%,
Cc1cccc(OCc2nnc(SCC(=O)N3CC(=O)Nc4ccccc43)o2)c1,4%,1.0,51,-8%,-14%,0.3%,4%,i,3%,7%,
CN(CC(=O)Nc1ccc(S(=O)(=O)N(C)C)cc1)Cc1ccc(C(F)(F)F)cc1,12%,4.5,45,2%,5%,0.8%,2%,i,9%,7%,
Cc1ccc(NC(=O)C(=O)NCc2ccc(/C=N/NC(=O)c3c(C)nc4cc(C)ccn34)o2)cc1,3%,0.5,55,.,-4%,-0.2%,10%,i,.,0%,
CCOC(=O)N1CCN(C(=O)C(C)n2nc(C)n3c(cc4sccc43)c2=O)CC1 (stereo unspecified),3%,0.4,48,0%,15%,0.2%,-6%,i,8%,7%,
COc1ccc(N(C(=O)CCC(=O)Nc2cc(C)on2)C(C(=O)NC2CCCC2)c2ccco2)cc1 (stereo unspecified),4%,2.3,40,-7%,-1%,-0.3%,1%,i,8%,-1%,
COc1ccccc1N(CC(O)CN(c1ccccc1)S(C)(=O)=O)S(=O)(=O)c1ccccc1 (stereo unspecified),16%,-1.0,52,-5%,6%,-0.2%,5%,i,1%,-1%,
CN(C)CC(C)(C)CNC(C(=O)Nc1ccc(Cl)cc1C(F)(F)F)c1ccccc1 (stereo unspecified),-6%,-0.5,47,-2%,-4%,0.1%,3%,i,6%,4%,
CCOc1ccc(NC2=CC(=O)CC(c3ccco3)C2)cc1 (stereo unspecified),0%,1.2,82,-2%,-3%,0.1%,14%,i,3%,8%,
CCCCNC(=S)N1CCN(c2ccccc2Cl)CC1,6%,1.9,34,-2%,1%,0.0%,-6%,i,3%,7%,
C=CCc1cccc2cc(C(=O)Nc3ccc(F)cc3)c(=O)oc12,-4%,-1.0,66,0%,3%,-0.3%,5%,i,4%,17%,
O=C(NC(=S)Nc1cc(Cl)ccc1N1CCOCC1)c1ccccc1[N+](=O)[O-],8%,12,51,1%,7%,-0.1%,-4%,.,2%,7%,
COc1ccc(C(=O)N2CCN(S(=O)(=O)c3ccc(F)cc3)CC2)cc1OC,-1%,-0.4,92,-4%,-3%,-0.1%,10%,i,7%,6%,
CCC(C)Cn1c(C)nc2ccccc21 (stereo unspecified),6%,-0.8,32,-3%,-5%,-0.1%,-3%,i,14%,0%,
CC(=O)c1cccc(OCc2cc(C(=O)N3C[C@@H](C)O[C@@H](C)C3)no2)c1,10%,-0.3,54,-4%,4%,-0.1%,0%,.,10%,27%,
CC(C)(C)N1C(=O)Cc2c1nc(N)c1c(N)nc(N3CCCCC3CO)c(C#N)c21 (stereo unspecified),-1%,3.9,52,17%,14%,0.3%,6%,i,14%,-27%,
O=C(Cc1c[nH]c2ccccc12)OCCOC(=O)Cc1c[nH]c2ccccc12,10%,1.1,90,-5%,-6%,-0.1%,-1%,i,9%,1%,
Nc1nc(NCc2ccco2)nc(Nc2ccc(F)cc2)c1[N+](=O)[O-],4%,-0.2,57,2%,-3%,-0.1%,14%,i,13%,13%,
COc1ccc(Cl)cc1-c1nc(N)nc(NC2CCCCC2)n1,9%,2.6,77,0%,10%,-0.3%,-12%,i,6%,13%,
COc1ccc(N(C)S(=O)(=O)c2cccc3cccnc23)c(OC)c1,4%,.,.,-5%,12%,-0.3%,2%,i,8%,3%,
O=C(Nc1ccc(Br)cn1)c1cccc(-c2cc3ccccc3oc2=O)c1,0%,.,.,-1%,-7%,-0.1%,20%,i,0%,0%,
Cn1c(=O)c2c(ncn2Cc2cc(-c3ccccc3)no2)n(C)c1=O,17%,-0.7,64,-5%,7%,-0.2%,10%,i,10%,1%,
Cc1ccc(O)c(NC(=O)c2noc3c2CCc2ccccc2-3)c1,12%,4.5,37,2%,-5%,-0.4%,29%,i,1%,11%,
CCC(C)NC(=O)CSc1nc2cc(S(=O)(=O)N3CCOCC3)ccc2n1CC (stereo unspecified),.,0.4,58,-2%,.,.,.,.,2%,7%,
CCc1ccc(CN2C(=O)c3ccccc3C2C(=O)NCc2cccnc2)cc1 (stereo unspecified),4%,-0.2,63,-6%,13%,0.8%,?,i,11%,16%,
CCn1c(=O)n(CC)c2cc(S(=O)(=O)N3CCOCC3)ccc21,10%,-0.8,44,-3%,-5%,0.3%,0%,i,5%,14%,
N/C(=N\OC(=O)COc1ccccc1)c1ccncc1,11%,-0.8,51,-7%,-1%,-0.2%,-10%,i,2%,6%,
CC(C)C(=O)c1cn(CC(=O)N2CCCc3ccccc32)c2ccccc12,-3%,0.3,54,-1%,5%,0.5%,-2%,i,8%,6%,
CCOC(=O)c1c(CN2CCOCC2)n(-c2ccccc2)c2ccc(O)cc12,8%,2.7,70,6%,7%,0.0%,4%,i,5%,3%,Dengue-2 NS5 capping pilot replicate=1.8
CN(CCc1ccccn1)C(=S)Nc1ccc(Cl)c(Cl)c1,17%,0.9,34,-5%,2%,-0.1%,-20%,i,6%,2%,
COc1ccccc1N=Nc1c(C)noc1C,-2%,0.3,49,-2%,11%,-0.2%,-1%,i,3%,6%,
C/C(Cl)=C\Cn1c(Nc2cccc(C)c2)nc2c1c(=O)n(C)c(=O)n2C,7%,0.8,63,-1%,-15%,-0.1%,0%,i,7%,5%,
Cc1ccc(CNC(=O)C(=O)NCC2OCCCN2S(=O)(=O)c2cccs2)cc1 (stereo unspecified),13%,-0.3,66,-2%,-8%,0.0%,10%,.,5%,28%,
CCNS(=O)(=O)c1ccc(C)c(-n2cnnn2)c1C,-3%,0.0,83,-2%,-2%,-0.4%,-5%,i,2%,-1%,
CCC1CCCCN1C(=O)CCS(=O)(=O)c1ccc2c(c1)CCN2C(C)=O (stereo unspecified),10%,0.5,51,4%,12%,-0.1%,14%,.,8%,9%,
COc1ccc(OC)c(C2C(C(C)=O)=C(C)Nc3ncnn32)c1 (stereo unspecified),9%,-1.0,62,-7%,22%,-0.2%,9%,.,7%,15%,
C[N+](C)(C)CCCN1C(=O)CCCC1=O,-5%,0.2,50,3%,1%,-0.1%,-15%,i,0%,3%,
O=C(Nc1nccs1)C1(S(=O)(=O)c2ccc(Cl)cc2)CC1,29%,1.3,69,-2%,1%,0.0%,-7%,i,7%,-6%,
CCN(CC)CCCC(C)NC(=O)c1cc(=O)c2ccccc2o1 (stereo unspecified),9%,2.7,64,-6%,-11%,0.2%,11%,i,10%,6%,

# Next section:
SMILES,GPR55 antagonists,NTR1 agonist,NTR1 agonist cell count 20 µM,Dengue-2 NS5 capping,GPR35 antagonists,GPR55 beta-arrestin,AID2073,Yfh1-depleted yeast,Rac1 GTP hydrolysis,Large T inhibition,others
COCCN(Cc1ccco1)C(=O)Cn1ncc2c(=O)oc3ccccc3c21,4%,0.5,69,2%,2%,-0.3%,1%,i,10%,9%,
COc1cccc(OCC(=O)NNC(=O)c2cnccn2)c1,9%,-1.4,53,3%,-4%,-0.4%,1%,i,6%,14%,
CCOC(=O)c1c(C)oc2c1c1c(c3ccccc32)OCN(CCCC(=O)O)C1,-2%,1.6,71,26%,12%,-0.2%,8%,i,15%,?,
CCCOC1CCCN(C(=O)c2ccc(OC3CCN(C(=O)CCOC)CC3)cc2)C1 (stereo unspecified),-1%,-0.4,60,0%,0%,0.3%,1%,.,5%,11%,
CC(=O)N1c2ccc(S(=O)(=O)N3CCCC3C(=O)Nc3ccc(C)cc3)cc2CC1C (stereo unspecified),-3%,5.1,44,-6%,0%,-0.3%,1%,.,7%,.,
O=C(NCc1ccco1)c1ccccc1-c1nc(-c2ccc(F)cc2)no1,5%,-0.2,58,0%,10%,-0.2%,16%,i,3%,9%,
S=C(c1ccccc1)N1CCSCC1,-8%,-1.0,78,1%,7%,0.0%,-5%,.,9%,2%,
CCCCC(=O)c1ccc(O)cc1,12%,-1.6,53,-4%,6%,-0.1%,20%,i,6%,4%,
Cc1onc(-c2ccccc2Cl)c1C(=O)Nc1nnc(C(C)C)s1,16%,-0.2,91,-3%,0%,0.3%,-4%,i,-6%,3%,
